Hsp90 Hop PPI – changes Hsp90-Hop TPR2A binding signal, up or down | 71,000 compounds, 0.44% hits | AlphaScreen TPR2A-His6 binding biotin-Hsp90 C-terminal peptide | AID 595 | Potency, µM (titrated, usually from 57 µM), without a hit: at the top dose activity change, negative = inhibition; active means well fitted curve in either direction with a large enough effect; inconclusive means small, poorly fitted or top-dose-only effect, or another doubt; further: potency means the concentration at half of the fitted maximal effect; on the % scale 0 is the no-effect control and ±100 the full control effect; many of its hits are not listed in these tables
BRCT PPI red – BRCT-phosphoprotein interaction inhibition (red fluorophore) | P38398 | BRCT-phosphopeptide binding, red fluorescence polarization | Potency, µM (highest dose often 76.9 µM), for the others: at the highest dose activity change, negative = inhibition, actives largely listed as inhibitors | 75,000 compounds, 0.03% hits | AID 892; further: on the % scale 0 is the no-effect control and ±100 the full control effect
Target sequence (P38398 whole entry, looked up): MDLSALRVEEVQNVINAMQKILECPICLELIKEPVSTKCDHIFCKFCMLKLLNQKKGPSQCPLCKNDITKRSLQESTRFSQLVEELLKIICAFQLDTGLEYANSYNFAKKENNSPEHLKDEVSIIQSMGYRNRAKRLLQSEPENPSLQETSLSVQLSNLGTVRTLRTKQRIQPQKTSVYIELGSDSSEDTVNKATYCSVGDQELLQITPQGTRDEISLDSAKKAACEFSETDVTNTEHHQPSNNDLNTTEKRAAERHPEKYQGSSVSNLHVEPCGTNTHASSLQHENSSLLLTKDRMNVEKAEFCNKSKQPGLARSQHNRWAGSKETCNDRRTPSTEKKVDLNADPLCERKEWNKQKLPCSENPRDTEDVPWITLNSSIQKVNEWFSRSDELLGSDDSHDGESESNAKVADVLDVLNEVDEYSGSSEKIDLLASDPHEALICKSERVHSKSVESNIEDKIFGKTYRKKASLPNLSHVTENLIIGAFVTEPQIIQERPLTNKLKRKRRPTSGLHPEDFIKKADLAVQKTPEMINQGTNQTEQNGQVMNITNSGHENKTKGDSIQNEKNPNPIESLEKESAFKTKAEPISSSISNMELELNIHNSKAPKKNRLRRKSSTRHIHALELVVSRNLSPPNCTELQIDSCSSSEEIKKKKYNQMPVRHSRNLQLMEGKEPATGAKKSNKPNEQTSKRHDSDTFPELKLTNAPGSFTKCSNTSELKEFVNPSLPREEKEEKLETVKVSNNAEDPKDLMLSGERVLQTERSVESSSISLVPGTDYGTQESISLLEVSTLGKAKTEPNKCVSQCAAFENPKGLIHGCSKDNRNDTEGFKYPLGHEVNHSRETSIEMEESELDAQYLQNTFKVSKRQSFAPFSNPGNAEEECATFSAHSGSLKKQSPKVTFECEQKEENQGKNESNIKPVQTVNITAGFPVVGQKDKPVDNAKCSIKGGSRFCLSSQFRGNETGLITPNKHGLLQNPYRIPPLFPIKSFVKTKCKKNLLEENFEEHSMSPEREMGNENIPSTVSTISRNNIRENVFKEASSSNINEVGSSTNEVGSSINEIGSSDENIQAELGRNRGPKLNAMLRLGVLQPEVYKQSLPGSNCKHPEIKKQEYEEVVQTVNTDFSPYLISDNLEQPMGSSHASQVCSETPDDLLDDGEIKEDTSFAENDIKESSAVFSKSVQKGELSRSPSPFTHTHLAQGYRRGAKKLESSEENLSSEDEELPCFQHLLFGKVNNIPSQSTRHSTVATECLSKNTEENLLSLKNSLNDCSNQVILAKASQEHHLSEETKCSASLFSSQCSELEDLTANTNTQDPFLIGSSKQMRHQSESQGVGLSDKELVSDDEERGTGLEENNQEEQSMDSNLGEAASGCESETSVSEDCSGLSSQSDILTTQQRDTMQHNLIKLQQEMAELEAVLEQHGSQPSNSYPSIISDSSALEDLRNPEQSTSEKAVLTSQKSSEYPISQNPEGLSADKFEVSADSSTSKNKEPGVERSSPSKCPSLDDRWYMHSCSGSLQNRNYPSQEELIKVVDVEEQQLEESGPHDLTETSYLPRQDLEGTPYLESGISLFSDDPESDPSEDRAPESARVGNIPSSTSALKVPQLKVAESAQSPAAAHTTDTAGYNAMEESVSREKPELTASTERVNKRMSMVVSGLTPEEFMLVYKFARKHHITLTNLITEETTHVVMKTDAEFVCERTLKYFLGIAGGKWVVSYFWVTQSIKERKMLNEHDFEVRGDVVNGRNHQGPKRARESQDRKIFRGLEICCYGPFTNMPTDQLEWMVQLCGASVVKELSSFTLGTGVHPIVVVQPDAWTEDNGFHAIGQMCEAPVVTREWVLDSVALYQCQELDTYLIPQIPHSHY
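Fluorescence polarization: 100 nM His-tagged BRCA1 BRCT with 100 nM TAMRA-labelled phospho-BACH1 decapeptide, phosphate buffer pH 7.3 with 150 mM NaCl, DTT, 0.01% Tween 20; 12 min RT. Binding inhibition seen as FP decrease.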
Epigenetic mod – derepresses silenced GFP locus in mouse C127i cells; Potency, µM (doses to about 46.1 µM), for the others: at the highest dose GFP derepression (activation); 68,000 compounds, 0.09% hits; AID 597; mouse C127i GFP locus derepression, cytometry, 30 h; further: % of control where 0% means no effect
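Locus derepression in mouse mammary C127i cells whose integrated CMV-GFP reporter is normally silent; GFP expression after 30 h compound treatment was quantified by counting fluorescent cells.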
HADH2 inhib – inhibitors of human HADH2 dehydrogenase; recombinant HADH2, NADH fluorescence, beta-hydroxybutyryl-CoA; Potency, µM (series often up to 57.1 µM), for inactives: at the highest dose activity change, negative = inhibition, usual class: inhibitors; 73,000 compounds, 3.4% hits; further: potency means the concentration at half of the fitted maximal effect; on the % scale 0 is the no-effect control and ±100 the full control effect; nearly all actives have a fitted effect of over 60% in size; many of its hits are not listed in these tables
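E. coli-expressed His-tagged HADH2 tested at 20 nM in alkaline Tris buffer (pH 9.0); oxidation of 90 uM beta-hydroxybutyryl-CoA with 1 mM NAD+ tracked fluorimetrically for 4 min.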
CRE Fsk mod – modulators of forskolin-stimulated CRE signaling in CHO cells. CHO CRE-bla reporter (cAMP response element driving beta-lactamase), forskolin EC10, beta-lactamase ratio. Potency, µM (doses to about 38.2 µM), for the others: at the highest dose activity change, negative = inhibition, actives largely listed as activators. 71,000 compounds, 2.5% hits. AID 662; active means well fitted activation curve with a large enough effect in the signal ratio, with a control signal flat, not every such curve was filed as active; inconclusive means small, poorly fitted or top-dose-only effect, or effect the other way, or a change in a side signal; the % refers to the signal ratio; further: potency means the concentration at half of the fitted maximal effect; % of control where 0% means no effect
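Beta-lactamase reporter under a cAMP responsive element in CHO cells; compounds tested in titration series against EC10 NKH 477, 3 h at 37 °C. Read-out: CCF4 FRET ratio 460nm/530nm (excitation 405nm) giving %Activity, fitted to AC50.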
USP2a inh – USP2a (human) protease inhibition. O75604. 60,000 compounds, 0.1% hits. Potency, µM (titrated, usually from 38.3 µM), for inactives: top-dose activity change, negative = inhibition, actives largely listed as inhibitors. USP2a enzymatic assay, qHTS inhibition;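 further: potency means the concentration at half of the fitted maximal effect; nearly all actives have a fitted effect of over 60% in size; plate controls were DMSO for no effect and NEM full inhibition control for full effect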
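USP2 core (20 nM final) was preincubated with compound for 30 min at RT in 20 mM Tris-HCl pH 8.0, 2 mM CaCl2, 2 mM beta-mercaptoethanol; Ub-PLA2 (20 nM) plus NBD C6-HPC (20 uM) then added, fluorescence read after 2.5 h.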
HBB splicing – alters splicing of the hemoglobin beta chain; HBB splicing reporter cell assay, activation; EGFP reporter with mutant IVS2-654 intron; response scale: normalised to 500 nM splice-correcting PNA; Potency, µM (series often up to 46.1 µM), inactives show at the top dose activation, hits mostly activators; 65,000 compounds, 0.06% hits; AID 925; further: potency means the concentration at half of the fitted maximal effect; 0% is about no effect
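HeLa cells stably expressing EGFP interrupted by mutant beta-globin intron 2 (IVS2-654), 500/well in 2% FCS. Treated with compound for 2 days at 37C. Splicing correction scored as total well GFP intensity (488 nm excitation, 500-520 nm emission); 500 nM antisense PNA served as control.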
15-hLO inh – inhibitors of human 15-lipoxygenase (ALOX15); purified 15hLO-1, xylenol orange hydroperoxide absorbance; Potency, µM (highest dose often 57.1 µM), for inactives: at the top dose activity change, negative = inhibition, most hits filed as inhibitors; 74,000 compounds, 1.4% hits; AID 887; further: potency means the concentration at half of the fitted maximal effect; on the % scale 0 is the no-effect control and ±100 the full control effect; nearly all actives have a fitted effect of over 55% in size
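Quantitative HTS in 25 mM Hepes pH 7.5 containing 0.01% Triton X-100: human 15hLO-1 at 40 nM, arachidonic acid at 50 uM, 6 min turnover. Product quantified via ferrous oxidation/xylenol orange, 573:405 nm absorbance ratio.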
Pol III holo inh – DNA polymerase III holoenzyme inhibition | 71,000 compounds, 0.25% hits | AID 603 | reconstituted DNA polymerase III holoenzyme replication, biochemical | Potency, µM (series often up to 57.1 µM), for inactives: at the highest dose activity change, negative = inhibition; further: potency means the concentration at half of the fitted maximal effect; on the % scale 0 is the no-effect control and ±100 the full control effect
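Reconstituted *E. coli* holoenzyme (0.35 nM Pol III, 1 nM beta, 154 nM SSB, 2 nM primase) was preincubated with compound for 15 min at RT. Synthesis on 1.4 nM ssM13Gori ran 35 min, then was stopped with PicoGreen/EDTA and read as dsDNA fluorescence.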
BRCT inh green – BRCA1 BRCT-phosphoprotein interaction inhibition; BRCA1 BRCT-phosphopeptide binding, green fluorescence polarization; Potency, µM (doses to about 76.9 µM), for the others: at the highest dose activity change, negative = inhibition, actives largely listed as inhibitors; 75,000 compounds, 0.05% hits; AID 875;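 further: potency means the concentration at half of the fitted maximal effect; plate controls were peptide without protein for full effect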
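Fluorescence polarization: His-tagged BRCT (~35 kDa BRCA1 C-terminus, 250 nM) bound to 100 nM fluorescein-labeled phosphorylated 10-aa BACH1 peptide, pH 7.3 phosphate buffer with DTT and Tween 20. Compounds incubated 12 min at room temperature; inhibition read as lowered polarization.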
UbGFP stabilizer – inhibits proteasome, raising ubiquitin-GFP reporter fluorescence | Ubiquitin-GFP reporter cells, proteasome inhibition, GFP fluorescence; response scale: untreated = 0%, 10 µM MG-132 = 100% | Potency, µM (top dose mostly 45.9 µM), for inactives: at the highest dose activation (GFP accumulation), usual class: activators | 67,000 tested, under 10 active | AID 526; active means well fitted activation curve with a large enough effect, not every such curve was filed as active; inconclusive means small, poorly fitted or top-dose-only effect, or another doubt; inactive means no such curve, though single readings can be large or run the other way; further: potency means the concentration at half of the fitted maximal effect
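GFP accumulation read-out: laser plate cytometry counting ubiquitin(G76V)-GFP-expressing U2OS cells after 4 hr compound exposure at 37 °C. Titrations spanned 46 uM to 2.9 nM; 0% = basal, 100% = 10 uM MG-132; concentration-response curves fitted.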
* hit, by the source's call; ? = inconclusive; . = no result given; [ ] = remark or other dose. Unless noted, the call rests on the fitted dose curve; in most records, active means well fitted curve in the direction sought with a large enough effect; inconclusive means small, poorly fitted or top-dose-only effect, or another doubt; inactive means no such curve, though single readings can be large; an effect the other way counts as inactive or inconclusive. The list is partial; count on the stated rates, not on these rows.

#	Molecule	Hsp90 Hop PPI	BRCT PPI red	Epigenetic mod	HADH2 inhib	CRE Fsk mod	USP2a inh	HBB splicing	15-hLO inh	Pol III holo inh	BRCT inh green	UbGFP stabilizer
1	Cc1cccc(NC(=O)Cn2cccc2)c1	-3%	-1.4%	-1%	8%	-12%	6%	-0.1%	7%	-10%	-6.7%	4%
2	Nc1nc(N)nc(-c2ccccn2)n1	7.9µM*	-0.5%	2%	0%	14%	-7%	-1.8%[0.369 µM]	39%[activator]	-2%	-3.3%	-5%
3	c1ccc(CSc2nnc(-c3ccco3)c(-c3ccco3)n2)cc1	-13%	-7.9%	-3%	5µM*	?	38%[activator]	0.6%	6.3µM*	?	-5.5%	4%
4	N#Cc1ccc(NC(=O)COC(=O)C2=COCCO2)cc1	?	1.7%	-1%	-4%	?	-9%	-0.8%	-20%	-5%	-3.9%	4%
5	COc1ccc(C(=O)Nn2c(SCC(=O)NCC3CCCO3)nc3ccccc3c2=O)cc1 (configuration not stated)	-3%	0.8%	9%	3%	6%	-3%	-0.9%	7%	1%	-3.0%	-4%
6	Cc1ccc(C(C)C)c(OCC(=O)Nc2ccc(N3CCN(S(C)(=O)=O)CC3)cc2)c1	-6%	-0.7%	-3%	0%	-16%	12%	0.8%	-4%	2%	2.4%	-7%
7	Cc1ccc2c(c1)N(C(=O)CSc1nncn1C)C(C)(C)c1ssc(=S)c1-2	?	-1.4%	0%	?	11%	17%	.	?	-6%	-0.8%	1%
8	COc1ccc2nc(NC(=O)CN(c3ccc(C)cc3)S(=O)(=O)c3c(C)nn(C)c3C)sc2c1	-4%	0.1%	3%	-11%	?	39%[activator]	1.3%	-20%	3%	1.0%	14%
9	COc1cccc(OC)c1C(=O)Nc1ccc(CN2CCCCC2)cc1	1%	2.1%	-2%	3%	-2%	-5%	2.4%	-2%	6%	-0.3%	1%
10	COc1ccc(OC)c(C(C)NC(=O)c2ccco2)c1 (configuration not stated)	-7%[11 µM]	0.4%	-2%	4%[11.4 µM]	?	-1%[7.66 µM]	3.5%[0.0738 µM]	10%[11.4 µM]	-2%[11.4 µM]	-0.9%	-5%[9.17 µM]
11	COCCN(C(=O)C(C)C)c1nnc(-c2cccc(C)c2)s1	3%	0.1%	2%	-8%	7%	.	-0.1%[57.5 µM]	5%	4%	-4.5%	-5%
12	CCCCNC(=O)NS(=O)(=O)c1ccc(C)cc1	-2%	-1.5%	-2%[20.6 µM]	-11%	-2%	3%	0.3%	9%	-7%	-1.6%	-3%[20.5 µM]
13	CCC(C)NC(=O)CSc1nc2ccc(N3CCOCC3)cc2c(=O)n1CCc1ccccc1 (configuration not stated)	-1%	0.3%	3%	-5%	-7%	3%	-0.6%[0.369 µM]	9%	-6%	-1.3%	3%
14	COCCCN1C(=O)c2ccc(C(=O)Nc3ccc(OC)cc3OC)cc2C1=O	0%	-1.3%	4%	1%	10%	13%	-0.4%[57.5 µM]	-9%	1%	-0.9%	5%
15	CCOC(=O)c1cnn(-c2nc(-c3ccccc3)nc3c2COC(C)(C)C3)c1N	-5%	-0.1%	0%	22%	8%	-1%	2.3%	-5%	-5%	3.8%	-7%
16	O=C(N1CCCCC1)N1CCN(c2ccc(Cl)cc2)CC1	-6%	-0.4%	3%	12%	-2%	1%	-1.2%	1%	-3%	-0.9%	7%
17	Cc1nc(NC(=O)c2ccccc2)sc1-c1csc(NCc2ccco2)n1	-5%	1.7%	-1%	16µM*	?	23%	-5.5%	?	-3%	1.9%	1%
18	COc1ccccc1OCc1ccc(C(=O)OCC2CCCO2)o1 (configuration not stated)	-3%	0.4%	-2%	-6%	3%	7%	-0.6%	-8%	-1%	-2.3%	-13%
19	CNc1nc(-c2cccc(NS(C)(=O)=O)c2)nc2ccccc12	-2%	-7.2%	0%[9.22 µM]	-20%	?	15%	-1.4%	-4%	-3%	-3.3%	3%
20	Cc1nc(NC(C)c2ccccc2)c2oc3ccccc3c2n1 (configuration not stated)	2%	-2.5%	0%	-5%	?	18%	1.0%[57.5 µM]	-13%	?	2.1%	-2%
21	COC(=O)c1ccc(C(NC(=O)OCc2ccccc2)/C(I)=C/[C@@H](C)C(=O)NCc2ccncc2)cc1 (some centres not stated)	1%	0.6%	.	4%	-10%	.	0.1%	1%	0%	-0.8%	.
22	Cc1ccc2oc(=O)ccc2c1	-6%	-1.2%	.	-5%	-2%	.	0.7%	3%	0%	-1.3%	.
23	O=C(O)C1CCCCC1C(=O)OCCCCOC(=O)C1CCCCC1C(=O)O (configuration not stated)	-7%[11 µM]	1.3%	-2%	-1%[11.4 µM]	?	5%[7.66 µM]	-2.0%[0.0738 µM]	13%[11.4 µM]	2%[11.4 µM]	0.3%	5%[9.17 µM]
24	CCOC(=O)Cn1nc(-c2ccc(Cl)cc2)ccc1=O	-1%	0.6%	2%	-3%	7%	22%	1.7%[57.5 µM]	-3%	0%	-0.6%	-2%
25	CCOc1ccccc1N1CCN(S(=O)(=O)CC)CC1	-6%	-0.9%	-4%	?	-8%	21%	-0.7%[9.22 µM]	-19%	-8%	0.7%	0%
26	CCCc1cc(C(=O)Nc2sc3c(c2C(=O)OCC)CCCC3)no1	0%[2.3 µM]	-2.1%	.	6%	1%	.	0.6%	-4%	-1%	-1.9%	2%
27	O=c1cnc2cnc(N3CCNCC3)nc2n1CCc1ccccc1	-3%	0.8%	0%[9.22 µM]	-7%	5%	1%	0.6%	13%	-3%	0.7%	-4%
28	O=C(CSc1nc2ccccc2c(=O)n1NC(=O)Cc1ccccc1)NCc1ccco1	-1%	0.1%	-3%	-14%	?	4%	2.0%	1%	-3%	-0.2%	13%
29	Cc1ccccc1-c1nnc(SCC(=O)Nc2ccc3c(c2)OCCO3)n1N	1%	1.2%	8%	-3%	?	6%	0.6%[1.84 µM]	2%	0%	-2.1%	16%
30	CCOC(=O)c1cnc2ccc(Br)cc2c1NCCO	-6%[11 µM]	-1.2%	2%	1%[11.4 µM]	?	0%[7.66 µM]	-0.6%[0.0738 µM]	1%[11.4 µM]	-2%[11.4 µM]	-1.9%	9%[9.17 µM]
31	Cc1cccn2c(=O)c3cc(C(=O)NCCN4CCOCC4)c(=N)n(CCc4ccccc4)c3nc12	-27%	-0.7%	7%	-19%	13µM*	14%	0.9%[9.22 µM]	-4%	-28%	-2.4%	2%
32	Cc1cnc(C(=O)OCC(=O)NC(=O)NC(C)C)cn1	?	0.4%	0%	-3%	0%	-7%	-0.4%[57.5 µM]	-9%	-2%	0.4%	4%

Arranged by the number under Hsp90 Hop PPI (ascending): three of the compounds above
#	canonical_smiles	Hsp90 Hop PPI	BRCT PPI red	HADH2 inhib	CRE Fsk mod	USP2a inh	15-hLO inh	Pol III holo inh	BRCT inh green	UbGFP stabilizer
31	Cc1cccn2c(=O)c3cc(C(=O)NCCN4CCOCC4)c(=N)n(CCc4ccccc4)c3nc12	-27%	-0.7%	-19%	13µM*	14%	-4%	-28%	-2.4%	2%
25	CCOc1ccccc1N1CCN(S(=O)(=O)CC)CC1	-6%	-0.9%	?	-8%	21%	-19%	-8%	0.7%	0%
24	CCOC(=O)Cn1nc(-c2ccc(Cl)cc2)ccc1=O	-1%	0.6%	-3%	7%	22%	-3%	0%	-0.6%	-2%

Screening results (PubChem)
